# Screens (PubChem)
# Hck-Nef inh = inhibitors of Nef-activated human Hck kinase, primary screen, biochemical, Z-Lyte FRET, 384-well, Hck-YEEI. Tyrosine-protein kinase HCK (Homo sapiens), P08631. Recombinant Hck-YEEI plus Nef, Z-Lyte FRET kinase assay. inhibition, % at 20 µM. 220,000 tested, 0.68% active;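 active means Hck-Nef kinase inhibition above about 50%, limit read from the data; inactive means inhibition below that limit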;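 further: 0% = DMSO with Hck plus Nef and 100% = Hck alone without Nef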
# Runt-CBFb FRET = inhibitors of RUNX1 Runt–CBFb binding, primary screen, biochemical, FRET, Cerulean-Runt, Venus-CBFb, uHTS | Cerulean-Runt/Venus-CBFb FRET ratio 530/480, 1 h | inhibition, % at 20 µM | 220,000 tested, 0.46% active;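 active means inhibition over about 50% at 20 µM in the single-dose screen, limit read from the data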;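 further: 0% = DMSO wells and 100% = excess unlabeled CBFb competitor control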
# Target sequence (Q01196 whole entry, looked up): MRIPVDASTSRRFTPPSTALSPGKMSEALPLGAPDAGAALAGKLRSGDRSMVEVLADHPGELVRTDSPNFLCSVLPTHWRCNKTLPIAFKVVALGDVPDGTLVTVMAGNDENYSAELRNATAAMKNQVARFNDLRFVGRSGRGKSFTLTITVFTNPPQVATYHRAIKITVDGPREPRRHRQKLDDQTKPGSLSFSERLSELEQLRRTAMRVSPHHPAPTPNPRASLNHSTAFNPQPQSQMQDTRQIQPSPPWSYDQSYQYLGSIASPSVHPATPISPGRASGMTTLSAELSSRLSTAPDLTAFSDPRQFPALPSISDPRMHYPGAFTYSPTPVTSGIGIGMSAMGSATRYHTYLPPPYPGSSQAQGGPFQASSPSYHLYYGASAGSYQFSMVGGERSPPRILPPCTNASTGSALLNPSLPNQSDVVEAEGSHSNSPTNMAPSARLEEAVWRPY
# Target sequence (Q13951 whole entry, looked up): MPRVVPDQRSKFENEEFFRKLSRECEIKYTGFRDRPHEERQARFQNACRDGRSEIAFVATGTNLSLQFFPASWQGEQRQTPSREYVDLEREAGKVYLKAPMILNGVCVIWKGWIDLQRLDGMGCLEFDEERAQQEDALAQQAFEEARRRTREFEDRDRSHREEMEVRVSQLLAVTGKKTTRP
#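 Assay system: Cerulean-tagged RUNX1 Runt domain (FRET donor) fusion protein / Amount: 100 nM each of Venus-CBFb and Cerulean-Runt domain / Medium: Tris buffer pH 7.5 with salts and BSA / Also added: Venus-CBFb 100 nM / Schedule: 1 h complex formation plus 1 h compound treatment, room temperature / Signal: FRET fluorescence / Read-out: loss of energy transfer signal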
# NPY-Y2 PAM-ag = NPY-Y2 potentiators or agonists, primary screen, cell-based; Neuropeptide Y receptor type 2 (Homo sapiens), P49146; cells expressing NPY-Y2, potentiator/agonist read-out; activation, % at 3.6 µM; AID 1359, 2008; 220,000 tested, 0.45% active; in the data active means activation above about 27%;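 further: cells stimulated with NPY near EC25 plus isoproterenol at EC100; 0% = vehicle plus submaximal agonist and 100% = vehicle plus saturating agonist; some results beyond the cut were filed as inactive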
# RBBP9 inh = human RBBP9 inhibitors, primary screen, biochemical, fluorescence polarization, FP-Rh probe, HTS; AID 1515, 2009; inhibition, % at 7.94 µM; recombinant RBBP9; 220,000 tested, 0.2% active;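 active means inhibition above the campaign mean of all tested compounds plus 3 SD, cut at about 14% in these data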;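 further: plate controls were DMSO wells with RBBP9 for no effect and wells lacking RBBP9 protein for full effect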
# Target sequence (O75884 whole entry, looked up): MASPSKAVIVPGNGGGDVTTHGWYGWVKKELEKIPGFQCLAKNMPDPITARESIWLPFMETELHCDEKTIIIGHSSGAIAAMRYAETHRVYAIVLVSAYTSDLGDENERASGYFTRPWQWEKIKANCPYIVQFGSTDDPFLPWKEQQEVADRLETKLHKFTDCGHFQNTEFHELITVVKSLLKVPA
#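 Test system: recombinant human RBBP9; Timing: 30 min then 45 min, 25 °C; Detection: fluorescence polarization; Control set: RBBP9 with DMSO as uninhibited control, no-protein wells as full inhibition; Compound dosing: one concentration, 7.94 µM nominal, 0.794% DMSO; Probe or stimulus: FP-Rh activity-based probe, 375 nM before mixing.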
# NPY1 pot ag = NPY-Y1 receptor potentiators or agonists, primary screen, cell-based; Neuropeptide Y receptor type 1 (Homo sapiens), P25929; NPY-Y1 expressing cells, potentiator/agonist activation; activation, % at 3.6 µM; 220,000 tested, 0.37% active; AID 1304, 2008; in the data active means activation above about 33%, passing the limit was not always enough;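 further: cells stimulated with NPY at EC10 then isoproterenol at EC100; 0% = low agonist plus stimulus and 100% = saturating agonist plus stimulus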
# p97 ATPase inh = inhibitors of human p97 ATPase, primary screen, biochemical | inhibition, % at 8 µM | recombinant p97 ATPase, Kinase-Glo ATP luminescence, 3 h | Transitional endoplasmic reticulum ATPase (Homo sapiens), P55072 | 220,000 tested, 0.42% active; in the data active means inhibition above about 15%;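 further: 0% = DMSO vehicle and 100% = wells lacking enzyme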
# Runt-SMMHC FRET = inhibitors of RUNX1 Runt–CBFb-SMMHC binding, primary screen, biochemical, FRET, Cerulean-Runt, Venus-CBFb-SMMHC, uHTS; Runt-related transcription factor 1 (Homo sapiens) + Core-binding factor subunit beta …; Cerulean-Runt/Venus-CBFb-SMMHC FRET ratio 530/480, 1 h; inhibition, % at 20 µM; 220,000 tested, 0.74% active;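 active means mean inhibition across duplicate retests at 20 µM reaching about 50%, limit read from the data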;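 further: 0% = DMSO wells and 100% = wells with excess untagged CBFb-SMMHC; inhibitors lower the FRET ratio by blocking Runt binding to CBFb-SMMHC; some results filed as inactive read as strong as hits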
# NPY Y1 blocker = NPY-Y1 receptor antagonists, primary screen, cell-based. HEK293-CNG Y1 cells, membrane potential fluorescence; NPY at EC95, then isoproterenol. inhibition, % at 3.6 µM. 200,000 tested, 1% active;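 active means inhibition above the campaign mean inhibition of all tested compounds plus 3 SD, cut at about 20% in these data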;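 further: 0% = DMSO wells given NPY plus isoproterenol and 100% = isoproterenol alone without NPY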
#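 Material: HEK293 cells with Y1 receptor plus CNG channel; times: compound incubation 1 h at room temperature, readout 45 min post-stimulation; signal: fluorescence, membrane potential probe; read-out basis: fluorescence ratio normalized to % inhibition between controls; benchmarks: full-block control isoproterenol-only wells, zero-block control NPY plus isoproterenol wells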
# Mdm2 ligase inh = MDM2-luciferase reporter signal enhancers, primary screen, MDM2 E3 ligase inhibitor project, cell-based, luminescence, 1536-well; E3 ubiquitin-protein ligase Mdm2 (Homo sapiens), Q00987; cell-based MDM2 ubiquitination luciferase reporter, 2 h; 0 = plate control, 100 = twice control, blank-subtracted; signal enhancement, % at 5 µM; 210,000 tested, 0.11% active; AID 1230, 2008;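 active means signal enhancement of 30% or more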;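 further: luminescence tracks abundance of the self-degrading MDM2-luciferase fusion protein; higher signal means inhibition of MDM2 E3 ligase activity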
#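 Assay system: stable mammalian line carrying autodegrading MDM2–luciferase fusion reporter; amount: 2000 cells seeded into each well; buffer or medium: DMEM; benchmarks: plate control and blank wells; signal: luciferase luminescence; timing: 2 h compound exposure at 37 °C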
# * = called active by the depositor; · = no result given. Random draw from the library. Share with any hit: about 3.5%.
SMILES,Hck-Nef inh,Runt-CBFb FRET,NPY-Y2 PAM-ag,RBBP9 inh,NPY1 pot ag,p97 ATPase inh,Runt-SMMHC FRET,NPY Y1 blocker,Mdm2 ligase inh
CCC(CC(C)(C)O)C(=O)NNC(=S)Nc1ccccc1 (stereo unspecified),20,6,12,-4,1,3,1,4,6
CC1(C)C([N+](=O)[O-])C(c2ccccc2O)NC(c2ccccc2O)C1[N+](=O)[O-] (stereo unspecified),19,-1,12,-10,10,4,0,-6,21
CC(C)C(=O)N(Cc1ccc2c(c1)OCO2)Cc1ccccn1,-1,1,3,-6,4,5,2,4,-18
O=C(NNC(=S)Nc1ccccc1)c1ccccc1[N+](=O)[O-],29,9,-4,-4,-4,2,0,2,-12
O=C(Nc1ccc(S(=O)(=O)NCC2CCCO2)cc1)c1cnccn1 (stereo unspecified),13,·,11,-8,19,4,·,5,-3
COc1ccc(NC(=O)C(C)Sc2ccccc2)cc1 (stereo unspecified),1,-8,9,-3,-26,-1,0,-1,8
Cc1nc(C)c(Oc2cccc(C(F)(F)F)c2)c(=O)[nH]1,15,2,-1,-1,9,0,-1,·,-11
CC1=C(C(N)=O)S(=O)(=O)c2ccccc21,17,-13,-17,-1,14,8,-34,·,·
C/C(=N\NC(=O)C(=O)Nc1ccc(C)cc1)c1ccncc1,2,-4,4,-4,13,1,-39,4,-6
CC1CCCCN1Cc1nc2c(c(=O)n(C)c(=O)n2C)n1CCc1ccccc1 (stereo unspecified),-7,-1,-16,-1,-26,4,2,13,5
Cc1ccc(Sc2ccc(CO)cc2[N+](=O)[O-])cc1,-5,-5,-9,-6,-6,1,-6,-2,-6
O=C(c1ccco1)N1CCN(S(=O)(=O)c2ccc(Cl)s2)CC1,1,0,-10,7,3,5,1,-2,-10
Cc1cc(C)n(-c2nc3ccccc3c(=O)n2OCC(N)=O)n1,0,-1,0,-1,19,-3,-1,5,-22
CCOc1ccc(OCC)c(NC(=O)c2ccc(CNc3c(N4CCOCC4)c(=O)c3=O)cc2)c1,2,0,8,-3,-73,9,-2,8,-4
CN(NS(=O)(=O)c1ccc(Br)cc1)c1nc(C(F)(F)F)nc2ccccc12,20,0,13,-4,-6,-5,-1,1,3
Cc1cc(C(=O)OCC(=O)Nc2cccc(S(=O)(=O)N(C)C)c2)c(C)o1,15,0,-36,-9,8,0,0,·,-5
CCCCn1c(CCC(=O)O)nc2cc(S(=O)(=O)N(C)C)ccc21,1,-2,2,-1,-11,4,2,-5,-3
O=C(N/C(=C\c1ccco1)C(=O)N1CCOCC1)c1ccco1,-1,1,-5,-2,-6,1,-7,2,0
Cc1cc2cc(CNC(=O)Nc3ccccc3)ccc2[nH]1,14,-4,8,-15,6,3,-6,-6,-3
O=C(Nc1ccccc1)N1CCn2c1nc1ccccc12,5,-2,-8,2,-21,3,2,2,-2
O=C(C(Cc1ccccc1)n1cccc1)N1CCCCC1 (stereo unspecified),4,1,-5,-10,13,1,3,3,-5
COC(=O)c1[nH]c(C)c(/C(O)=C2\C(=O)C(=O)N(CCN(C)C)C2c2ccco2)c1C (stereo unspecified),-8,0,3,2,-2,-1,-2,-1,-8
CC(C)(C)C1=C[C@@H](CO)C[C@@H](CO)C1,4,0,0,-3,6,2,-6,-5,-7
Cc1cc(S(=O)(=O)NC2CCCC2)ccc1F,-2,1,5,-8,-9,-2,-6,2,0
CC1=Nc2ccc(C)cc2/C1=C/c1c(N)n2c(S(=O)(=O)C(C)C)nsc2nc1=O,20,20,7,-7,16,8,68,8,-5
COc1ccc2c(c1)-c1c(ssc1=S)C(C)(C)N2,11,-2,29,6,29,3,-7,-12,-23
Cc1ccccc1N(C(=O)Cn1nnc(-c2cccs2)n1)C(C(=O)NCCC(C)C)c1ccco1 (stereo unspecified),0,·,1,-6,-2,-1,0,0,13
CCCn1c(SCC(=O)NCCc2ccccc2)nnc1-c1cccnc1,2,-1,14,-1,6,4,-4,-3,-2
Nc1nc(-c2ccc(Cl)cc2)nc(-c2ccc(Cl)cc2)n1,18,5,-5,-6,3,1,-3,·,·
O=C(O)CC(NC(=O)Cc1ccc(Cl)cc1)c1ccco1 (stereo unspecified),-1,-2,-8,-3,-4,10,5,0,·

# Of the compounds above, three contain an NH in an aromatic ring:
SMILES,Hck-Nef inh,Runt-CBFb FRET,NPY-Y2 PAM-ag,RBBP9 inh,NPY1 pot ag,p97 ATPase inh,Runt-SMMHC FRET,NPY Y1 blocker,Mdm2 ligase inh
Cc1nc(C)c(Oc2cccc(C(F)(F)F)c2)c(=O)[nH]1,15,2,-1,-1,9,0,-1,·,-11
Cc1cc2cc(CNC(=O)Nc3ccccc3)ccc2[nH]1,14,-4,8,-15,6,3,-6,-6,-3
COC(=O)c1[nH]c(C)c(/C(O)=C2\C(=O)C(=O)N(CCN(C)C)C2c2ccco2)c1C (stereo unspecified),-8,0,3,2,-2,-1,-2,-1,-8

# Next part
SMILES,Hck-Nef inh,Runt-CBFb FRET,NPY-Y2 PAM-ag,RBBP9 inh,NPY1 pot ag,p97 ATPase inh,Runt-SMMHC FRET,NPY Y1 blocker,Mdm2 ligase inh
CCOc1cc2[nH]c(=O)n(CCCN3CCCC3=O)c(=O)c2cc1OCC,-1,-1,-5,-6,7,-2,1,-4,10
CC1=C(C(=O)Nc2ccccc2)C(c2coc3ccccc3c2=O)C2=C(CCCC2=O)N1 (stereo unspecified),0,-1,-5,-5,-43,4,3,-2,1
CCCC(=O)NC(=S)Nc1ccccc1C(F)(F)F,-21,-1,3,-12,9,-2,-1,4,-12
CC(C)Oc1ccc(/C(O)=C2/C(=O)C(=O)N(CCN(C)C)C2c2cccs2)cc1 (stereo unspecified),6,-2,1,1,6,2,-2,0,0
Cn1nccc1C(=O)Oc1ccc(/C=N/NC(=O)c2ccccc2O)cc1,24,1,2,2,8,6,-1,-3,-7
CCOCCCNc1nc(=S)[nH]c2cc(OC)c(OC)cc12,0,-1,3,-9,-1,11,-33,3,-12
COc1cc(C(=O)NCCN2CCOCC2)cc(OC)c1OC,0,0,5,4,17,2,-3,3,-12
O=C(c1ccccc1)N1CCSc2sccc2C1=O,-11,1,8,-4,8,-3,3,1,-41
CC(=O)N1CCN(c2ccccc2NC(=O)COc2ccc(Br)cc2)CC1,0,0,-6,5,-12,-2,-3,7,-17
O=C(CSc1nnc(COc2ccccc2)o1)NCCc1ccccc1,10,0,-10,8,-2,1,1,10,-72
Cn1c(SCC(=O)N/N=C/c2ccc([N+](=O)[O-])s2)nnc1-c1ccccc1,3,1,-8,-8,-16,2,-4,-3,-2
CCCn1c2c(c(O)c(C(=O)Nc3nccs3)c1=O)CCCC2,2,-5,3,0,9,3,1,-3,-23
O=C(Nc1ccc2c(c1)OCCO2)N1CCOCC1,19,-1,7,5,12,1,-4,-3,-1
CSc1ccc(CN2CCN(CCC(C)C)C(CCO)C2)cc1 (stereo unspecified),4,1,-6,3,-21,2,3,6,-10
CC(=O)Nc1c(C(=O)O)[nH]c2ccccc12,1,2,13,-9,26,3,-87,4,-8
CCC(C)(NC(=O)Cc1c[nH]c2ccccc12)C(=O)NC1CCCCC1 (stereo unspecified),4,2,-14,-7,-11,0,-4,-2,-8
Cc1ccc(NC(=O)c2cccc(F)c2)cc1S(=O)(=O)N1CCCCCC1,-45,0,-4,-7,4,-2,0,-3,-2
CCn1c(SCC(=O)N(C)c2c(N)n(Cc3ccccc3)c(=O)[nH]c2=O)nc2ccccc21,12,2,6,-2,0,8,0,·,-2
O=C(COC(=O)c1ccc(Cl)nc1)Nc1ccccc1OC(F)F,-10,-2,8,3,-1,1,-2,-6,-14
COc1ccc(-c2cc(C(=O)Nc3cnn(Cc4ccccc4C)c3)no2)cc1OC,13,-1,20,0,11,2,-3,-7,-3
O=C(NCc1ccncc1)C(=O)N/N=C/c1ccccn1,17,3,19,-5,1,3,3,-3,-4
Cc1ccc(S(=O)(=O)NNC(=O)c2cnn(-c3ccccc3)c2-n2cccc2)cc1,2,0,-13,-1,23,1,-2,-4,-14
CCn1c2ccc(Cl)cc2c2nc3ccccc3nc21,2,-1,-21,-1,-29,-4,-5,6,-6
CC(=O)N(O)CCCCCNC(=O)CCC(=O)N(O)CCCCCNC(=O)CCC(=O)N(O)CCCCCN,0,-2,-1,4,-6,-1,0,4,·
CC(C)(C)n1[nH]c2c3c(ccc2c1=O)C(=O)c1ccccc1C3=O,1,-1,5,-5,-8,1,2,1,-13
Cc1ccc(OCC(=O)OCCN2C(=O)c3ccccc3C2=O)cc1C,-1,-4,-12,-10,-21,-7,1,1,-36
CC1C/C(=C/c2cccs2)C(=O)/C(=C/c2cccs2)C1 (stereo unspecified),9,-5,2,-6,-8,3,-13,11,-1
CC(c1n[nH]c(=S)n1-c1ccc(Cl)cc1)N(C)C (stereo unspecified),2,7,12,-5,16,5,2,2,-9
O=C(N/N=C/C=C\c1ccccc1[N+](=O)[O-])c1ccco1,-27,0,-4,-9,-2,-5,0,1,-42
COc1ccc(Nc2c(-c3ccco3)nc3ccc(C)cn23)cc1,7,-17,17,0,17,0,-64,14,-13
Cc1ccc(N=CC2=C(O)CC(c3ccccc3Cl)CC2=O)cc1 (stereo unspecified),5,2,-10,-12,4,-5,-1,·,-9
CCCCOC(=O)c1ccc(NC(=O)Nc2ccc(OC)c(OC)c2)cc1,2,0,17,-5,23,-1,2,0,-16
